Source: PubChem BioAssay (NCI)
All columns: NCI-60 one-dose screen, growth in % after 48 h at 10 µM unless noted; 100 = growth as untreated, 0 = no growth, -100 = all killed.
HL-60(TB) = HL-60(TB) leukemia cells | 78,000 tested, 9% active | AID 1794776; active means growth percent below 10
Numbers without * were called inactive; & = joins results of further samples.

SMILES	HL-60(TB)
COc1ccc(/C(=C\c2cc(OC)c(OC)c(OC)c2)C(=O)N2CCN(c3ccccc3)CC2)cc1O	105.6
C=CC(=O)OCCN(C)C	109.2
O=C1CNC(=S)N1	85.9
C=C(C)[C@@H]1CC[C@]2(COCCCNCCC#N)CC[C@]3(C)[C@H](CC[C@@H]4[C@@]5(C)CC[C@H](OCCC#N)C(C)(C)[C@@H]5CC[C@]43C)[C@@H]12	121.8
O=C(CCCN1CCC2(CCCCC2)CC1)c1ccc(F)cc1	99.3
Cc1ccc(-c2nc3c(c(-c4ccccc4)nn3-c3ccccc3)c(-c3ccc(O)cc3)c2C#N)cc1	33.0
CCOC(=O)c1c(C)nc2c(c1N)/C(=C/c1cccs1)C(=O)N2c1ccc(OC)cc1	90.2
O=C1OC(c2cc(I)c(O)c(I)c2)(c2cc(I)c(O)c(I)c2)c2ccccc21	132.8
CCCCNS(=O)(=O)c1ccccc1	106.6
N#C/C(=C\c1ccccc1)c1cc2ccccc2[nH]1	84.7
COc1cc(OC)c(/C=C/C(=O)c2c(OC)cc(OC)cc2OC)c(OC)c1	-25.1*
O=[N+]([O-])c1cc([N+](=O)[O-])c2ccccc2c1O	107.7
CCN(CC)C(CC(=O)c1ccccc1)C(=O)c1ccccc1 (stereo unspecified)	63.5
CN1CCN(CC(=O)Sc2nc(-c3ccco3)cc(-c3ccc(Cl)cc3Cl)n2)CC1	99.7
CCOC(=O)/C(C#N)=C/c1ccc(O)cc1	110.7
O=C(Cc1ccc([N+](=O)[O-])cc1)NCCc1ccc2c(c1)OCO2	110.8
COc1ccc(-n2c(=O)c3ccccc3n(Cc3ccc(C(=O)NO)cc3)c2=O)cc1	-4.2*
O=C1N=C2SCCN2/C1=C\c1cccc(OCc2ccc(Cl)cc2)c1	85.5
Cc1occc1-c1nc2s/c(=C/c3ccc(-c4cc(Cl)cc(Cl)c4)o3)c(=O)n2n1	115.9
COc1cc(-c2cn(-c3ccc(Cl)c(Cl)c3)c(=O)n2C(C)=O)cc(OC)c1OC	96.8
N#Cc1c(-c2ccccc2)nc2c(c(-c3ccc(Cl)cc3)nn2-c2ccccc2)c1-c1ccc(Cl)cc1	100.7
CN(C)CC1=NC2SC=C(c3ccccc3)C2C(=O)N1CC#N (stereo unspecified)	86.1
O=C1CC(c2ccc(O)c(O)c2)Oc2cc(O)c([C@@H]3O[C@H](CO)[C@@H](O)[C@H](O)[C@H]3O)c(O)c21 (stereo partly specified)	99.6
O=C1CCC(C(=O)NNc2c(F)c(F)c(F)c(F)c2F)N1 (stereo unspecified)	101.2
CCC(O)(CC)C(C(=O)O)c1ccccc1 (stereo unspecified)	101.6
Next section:
SMILES	HL-60(TB)
C/C(=C\c1ccn(-c2ccccc2N)n1)[C@@H]1C[C@@H]2O[C@]2(C)CCC[C@H](C)[C@H](O)[C@@H](C)C(=O)C(C)(C)[C@@H](O)CC(=O)O1	9.7*
Cc1cc(/C=C/c2ccccc2)nc2ccccc12	65.0
C=CCN1C(=O)C2C3C=CC(C3)C2C1=O (stereo unspecified)	98.6
CC1Cc2c(Cl)ncnc2N(C)c2ccc(F)cc21 (stereo unspecified)	91.6
Cc1ccc(S(=O)(=O)NCCNc2nccc(-c3c(-c4ccc(F)cc4)nc4sccn34)n2)cc1	65.2
O=C(O)CNC(=O)CNC(=O)CNC(=O)CNC(=O)OCc1ccccc1	90.5
c1csc(-c2nc3c4c5c(sc4ncn3n2)CCC5)c1	95.6
COC(=O)c1ccc(Cl)c(Cl)c1	96.0
CN(C)CC1CCCC(CN(C)C)C1O (stereo unspecified)	95.8
CC(=O)OC[C@H]1O[C@@H](NS(N)(=O)=O)C(OC(C)=O)C(OC(C)=O)C1OC(C)=O (stereo partly specified)	102.9
CC1(C)N=C(N)N=C(N)N1c1ccc(CCNS(=O)(=O)c2ccc(S(=O)(=O)F)cc2)cc1	99.6
CCCCCc1ccc(S(=O)(=O)Nc2cccc(-c3csc(N4CCN(C)CC4)n3)c2)cc1	80.5
O=C(Nc1ccc(OCc2ccc(Cl)cc2)cc1)Nc1ccc(Cl)c(C(F)(F)F)c1	0.6*
O=C(NC([Se])=NC1CCCCC1)c1ccccc1	16.0
O=c1cc(O)c2ccccc2[nH]1	108.0
CCCCn1cc(CCCCCC(=O)CC(=O)N[C@H]2CCOC2=O)nn1	99.3
CC1Cc2cc(Cl)ccc2-n2cccc21 (stereo unspecified)	94.6
Oc1ccccc1C1CCCCC1	102.9
O=C1CCC(OC(=O)c2ccccc2)CC1	96.6
NN(Cc1ccccc1)c1ccccc1	103.2
Cc1cc(=O)c2cc(C(=O)c3ccccc3)ccc2[nH]1	94.0
CC(O)COC1CCCCC1 (stereo unspecified)	91.6
Cn1ccnc1C(=O)/C=C/c1ccc(NC(=O)Nc2ccc(F)cc2)cc1	7.6*
CC(=O)OCc1c2ccccc2c(C)c2c1cc(F)c1ccccc12	102.0
N#CC1(C#N)C(c2ccc([N+](=O)[O-])o2)OC23CCCCC2C1(C#N)C(=N)O3 (stereo unspecified)	94.7
(cont.)
SMILES	HL-60(TB)
O=C1NC(c2ccc(Cl)cc2)N=C2C(c3ccc(Cl)cc3)=NOC12 (stereo unspecified)	78.3
CC(C)(O)c1cncc(-c2ccc3ncc(C#N)c(N4CCc5cc(F)c(Cl)cc54)c3c2)c1	11.5
C=CCOC(=O)C1=C(C)NC(=O)NC1c1c(Cl)n(C)c2ccccc12 (stereo unspecified)	109.4
CC(CCN=Cc1ccccc1O)N=Cc1ccccc1O (stereo unspecified)	101.2
CCOC(=O)c1cc(C(=O)c2cc(OC)cc(OC)c2)n2ccccc12	-13.9*
O=C1Nc2ccccc2/C1=N/N1C(=O)CN(C2CCCCC2)C1=S	60.5
CCc1ccc(C2CC(c3ccccc3Cl)=NN2c2ccc(S(N)(=O)=O)cc2)cc1 (stereo unspecified)	92.9
CSc1nncc(-c2cnnc(SC)n2)n1	94.4
CC1CN1CCCCN1CC1C (stereo unspecified)	77.4
Cc1ccc(S(=O)(=O)NCCCNc2nccc(-c3cn(C(C)(C)C)nc3-c3ccc(Cl)c(O)c3)n2)cc1	115.6
O=C1OC(c2ccc([N+](=O)[O-])cc2)Sc2ccccc21 (stereo unspecified)	100.7
CN1CCN(Cc2cc(NC(=O)c3cccc(C#Cc4cccc5[nH]nc(N)c45)c3)cc(C(F)(F)F)c2)CC1	0.0*
O=c1oc2c(cc1-c1cc3ccccc3oc1=O)C(O)Oc1ccc(F)cc1-2 (stereo unspecified)	69.8
CCOC(=O)C(Cc1cn(C(C)=O)c2ccccc12)P(=O)(OCC)OCC (stereo unspecified)	97.4
CN(C)c1ccc(C(=O)n2cc(-c3ccccc3)c(N)n2)cc1	83.0
CC(=O)Oc1cc([N+](=O)[O-])c2ncccc2c1	66.7
Cc1[nH]c(C(=O)Nc2ccccc2OCc2cccc(C(=O)N3CCC[C@@H](N)C3)c2)c(Cl)c1Cl	-67.7*
O=C(O)c1ccc(Cl)cc1Nc1ccc(F)cc1	90.2
O=C1C(c2cccc3ccccc23)=C(c2c[nH]c3ccccc23)C(=O)N1O	98.4
Cc1cc(C)nc(NC(=O)Nc2ccccc2)c1	103.7
Cc1cc(C)c2c(c1)NP(=S)(c1ccccc1)N2 (stereo unspecified)	92.2
O=C(Nc1ccc(Cl)cc1)Sc1nnc2c(n1)[nH]c1ccccc12	155.1
CCN(CC)c1ccc([N+](=O)[O-])cc1[N+](=O)[O-]	123.8
COc1ccc2c(c1)C(=O)/C(=C/c1ccc(OCC(=O)c3ccc(Cl)cc3)cc1)O2	70.2
CCc1nn2c(-c3ccc(C(F)(F)F)cc3)c(-c3cc(OC)c(OC)c(OC)c3)nc2s1	57.2
Next part:
SMILES	HL-60(TB)
COc1ccc(C(CCc2cc(OC)c(OC)c(OC)c2)NC(C)=O)cc1 (stereo unspecified)	95.2
CC(=O)Nc1ccc(CCCCc2ccccc2)cc1	76.3
CC[C@H](C)[C@H](CO)NC(=O)[C@]12CCC(C)(C)C[C@H]1[C@@H]1NCC[C@@H]3[C@@]4(C)CC[C@H](O)C(C)(C)[C@@H]4CC[C@@]3(C)[C@]1(C)CC2	52.9
CN1C(=O)CSCC1=O	99.7
O=C1NN=C2CCCCCC12 (stereo unspecified)	78.0
N#Cc1c(-c2ccc(F)cc2)nc(SCc2ccccc2)nc1N1CCN(c2ccccc2)CC1	94.4
CCCCCn1c(=N)c(S(=O)(=O)c2ccccc2)cc2c(=O)n3ccccc3nc21	103.6
N=c1ccc2nc3ccc(N)cc3sc-2c1	0.8*
COc1ccc(-c2cc(-c3cc(OC)ccc3OC)nc(SC)c2C#N)cc1	106.5
COc1cccc(CCC2CCCN(c3cc(C)nc(N)n3)C2)c1 (stereo unspecified)	1.3*
C=CCNC(=S)N/C=C(/C(=O)c1ccccc1)c1ccccc1	100.6
CCOC(=O)COC(=O)c1ccccc1C(=O)OC	126.7
CCOC(=O)[C@@]1(C#N)CC2CCC1C2 (stereo partly specified)	110.3
Cc1cccc(N2CCN(CC(O)COc3ccccc3Cl)CC2)c1 (stereo unspecified)	99.7
CNc1cccc2ccccc12	96.1
COc1ccc(NC(=O)CC(=O)Nc2ccc(OC)cc2)cc1	108.7
COc1ccc(C(=O)COc2ccc3c(c2)O/C(=C\c2ccc(OC)c(OC)c2)C3=O)cc1	136.8
O=C(Cc1ccccc1)NC1CCCCC1	91.5
CC1CN1P(=O)(Oc1ccc2ccccc2c1)N1CC1C (stereo unspecified)	126.7&122.0
COc1ccc(/C=C2/C(c3ccc(Cl)cc3)=NN=C2C(F)(F)F)cc1	78.3
Cn1cnc2c1c(=O)n(CCC(=O)Nc1ccccc1)c(=O)n2C	99.3
CC(C)c1cc([N+](=O)[O-])cc([N+](=O)[O-])c1O	62.2
Cc1cccc[n+]1CC(=O)O	103.4
O=[N+]([O-])c1ccc(N/N=C(\Oc2ccccc2)c2ccc([N+](=O)[O-])cc2)cc1	96.0
Cc1ccc(NC(=O)CCC(=O)NS(=O)(=O)c2ccc(C)cc2)cc1	99.4

In the list so far, these have an aryl thioether with sulfur outside any ring.
SMILES	HL-60(TB)
CSc1nncc(-c2cnnc(SC)n2)n1	94.4
N#Cc1c(-c2ccc(F)cc2)nc(SCc2ccccc2)nc1N1CCN(c2ccccc2)CC1	94.4
COc1ccc(-c2cc(-c3cc(OC)ccc3OC)nc(SC)c2C#N)cc1	106.5

Following part.
SMILES	HL-60(TB)
COc1ccc2c(c1)c(-c1ccc(-c3cn(C)c4ccc(OC)cc34)o1)cn2C	-23.0*
CS(=O)(=O)O	95.6
COC(=O)C1=CCCCC(N2CCOCC2)=C1C(=O)OC	99.7
COc1cc(-c2c(C#N)c(-c3ccc(C)cc3)nc3c2c(-c2ccccc2)nn3-c2ccccc2)ccc1O	98.3
CC(C)(O)C(F)(Cl)Cl	78.3
Cc1ccc2c(c1)C(C)(C)CCC2C (stereo unspecified)	107.4
NS(=O)(=O)c1ccc(Nc2nc(Nc3ccccc3)nc(N3N=C(c4ccc(Cl)cc4)CC3c3ccc([N+](=O)[O-])cc3)n2)cc1 (stereo unspecified)	65.3
O=C(CSc1nc2ccccc2s1)N1c2ccccc2Sc2ccccc21	91.4
O=C(c1cc(NCc2cc(O)ccc2O)ccc1O)N1CCCCC1	79.5
COc1ccc(-c2cc(-c3c[nH]c4ccccc34)nc(-c3c[nH]c4ccccc34)c2C#N)cc1	106.9
C=CC(=O)OCC(C)(C)COC(=O)C=C	90.5
CS(=O)(=O)c1ccc(C(=O)N/N=C/c2ccccc2Cl)cc1	52.3
Cc1cc(=O)n(C(=O)COc2ccc3c(C)c(C)c(=O)oc3c2)[nH]1	71.1
NC(=O)CCCCC1CCSS1 (stereo unspecified)	103.1
O=C1c2ccccc2CCC1Cl (stereo unspecified)	91.3
NC(=O)Nc1ccc(Cl)cc1	121.1
COC(=O)C1CN(S(=O)(=O)/N=C2\NC(=O)NC2=C(Cl)Cl)C1	101.4
Brc1nc(Br)c(Br)[nH]1	80.0
Nc1nc(N)c2cc(Sc3ccc4ccccc4c3)ccc2n1	31.4
CCN(CC)CCCCCNc1cc(Cl)c(Cl)cc1[N+](=O)[O-]	71.6
O=C1CC2CCCC(C1)S2=O (stereo unspecified)	91.2
O=C(Nc1cc(Cl)c(Cl)cc1Cl)N1CCOCC1	105.6
N#CC(C#N)=Cc1ccc(F)cc1	95.5
Cc1cc(=O)[nH]c(NN=C2CCCC2)n1	94.6
C/C(=C(/C)C1CC1CCN(Cc1ccccn1)Cc1ccccn1)c1ccccc1 (stereo unspecified)	89.9

The list goes on; the last three above are carried over.
SMILES	HL-60(TB)
N#CC(C#N)=Cc1ccc(F)cc1	95.5
Cc1cc(=O)[nH]c(NN=C2CCCC2)n1	94.6
C/C(=C(/C)C1CC1CCN(Cc1ccccn1)Cc1ccccn1)c1ccccc1 (stereo unspecified)	89.9
Cc1ccc(NCCN2CCOCC2)c2c(=O)c3ccccc3sc12	73.8
COc1ccc(N2CCN(c3nc(-c4ccccn4)nc4sc5c(c34)CCCCCC5)CC2)cc1	86.8
COc1cc(-c2nc(-c3nnc(-c4cc(C(F)(F)F)cc(C(F)(F)F)c4)o3)c3ccccn23)cc(OC)c1OC	75.1
CSc1nc(Cl)cc(N2CC2)n1	96.6
CCC(=O)Oc1ccc(C(C)(C)C)cc1C(C)c1ccccc1 (stereo unspecified)	88.5
CCC(C)(C)OC(=O)c1ccc([N+](=O)[O-])cc1	105.2
O=C(O)c1nn(-c2ccc(Cl)cc2)nc1N1CCCC1	97.0
O=C1Nc2ccc(F)cc2/C1=N/c1nnc(Sc2ccccc2)s1	49.6
Nc1ccc(/C=C2\NC(=O)NC2=O)c(Cl)c1	45.6
Clc1ccc(C2CC(c3cccc(Nc4ccncc4)c3)=NN2c2ccc(Cl)cc2)cc1 (stereo unspecified)	-45.3*
O=c1c2ccccc2[nH]c2cc(Cl)ccc12	101.8

Exported as a markdown table: entries from further up.
| structure | HL-60(TB) |
| --- | --- |
| CSc1nc(Cl)cc(N2CC2)n1 | 96.6 |
| CCC(=O)Oc1ccc(C(C)(C)C)cc1C(C)c1ccccc1 (stereo unspecified) | 88.5 |
| CCC(C)(C)OC(=O)c1ccc([N+](=O)[O-])cc1 | 105.2 |
| O=C(O)c1nn(-c2ccc(Cl)cc2)nc1N1CCCC1 | 97.0 |
| O=C1Nc2ccc(F)cc2/C1=N/c1nnc(Sc2ccccc2)s1 | 49.6 |
| Nc1ccc(/C=C2\NC(=O)NC2=O)c(Cl)c1 | 45.6 |
| Clc1ccc(C2CC(c3cccc(Nc4ccncc4)c3)=NN2c2ccc(Cl)cc2)cc1 (stereo unspecified) | -45.3* |

An excerpt; the hit share may differ from the screen's.
